PTAP TSG101 blk – blocks PTAP/TSG101 interaction to inhibit HIV-1 budding. 340,000 tested, under 10 active. Fluorescence polarization, FITC-PTAP peptide / Tsg101 binding. Potency, µM (doses to about 115 µM), inactives show at the top dose activity change, negative = inhibition, actives largely listed as inhibitors. AID 493005. Q99816; active means well fitted inhibition curve with a large enough effect in the main read-out, with a control signal flat, not every such curve was filed as active; inconclusive means small, poorly fitted or top-dose-only effect, or effect the other way, or a change in a side signal; inactive means no such curve, though single readings can be large or run the other way; further: potency means the concentration at half of the fitted maximal effect; % of control where 0% means no effect
Target sequence (Q99816 whole entry, looked up): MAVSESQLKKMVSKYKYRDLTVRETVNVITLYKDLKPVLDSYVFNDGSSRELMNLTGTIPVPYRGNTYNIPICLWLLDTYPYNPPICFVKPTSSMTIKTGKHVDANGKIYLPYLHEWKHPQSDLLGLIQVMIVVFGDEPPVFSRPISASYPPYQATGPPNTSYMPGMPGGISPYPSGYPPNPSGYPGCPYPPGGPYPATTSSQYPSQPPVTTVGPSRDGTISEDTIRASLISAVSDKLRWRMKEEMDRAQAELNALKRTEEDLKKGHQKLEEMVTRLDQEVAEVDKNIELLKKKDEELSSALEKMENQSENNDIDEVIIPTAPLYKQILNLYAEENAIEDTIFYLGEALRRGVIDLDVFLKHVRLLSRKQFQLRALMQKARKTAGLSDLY
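Steps: Tsg101 binding domain dispensed (10 uM final), compounds pinned in DMSO, FITC-labeled PTAP-motif peptide added (50 nM final); after 20 min binding at room temperature, polarization measured.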
B2AR arrestin – beta2AR (human) beta-arrestin recruitment activity. AID 492947. beta-arrestin recruitment to beta2AR, cell-based reporter. Potency, µM (doses to about 46.1 µM), inactives show top-dose activation, most hits filed as activators. P07550. 330,000 compounds, 0.02% hits;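 further: potency means the concentration at half of the fitted maximal effect; 0% = DMSO controls and full agonism = EC100 isoproterenol or metaproterenol; nearly all actives have a fitted effect of over 65% in size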
Chronic BCR inh – blocks chronic active B-cell receptor signaling; Potency, µM (titrated, usually from 46.1 µM), inactives show at the top dose ratio change, negative = lower green/red ratio, most hits filed as inhibitors; ABC-DLBCL IkBa-CBG/CBR reporter, luminescence ratio, 4 h; 340,000 compounds, 0.05% hits; active means well fitted inhibition curve with a large enough effect in the signal ratio, with a control signal flat, not every such curve was filed as active; inconclusive means small, poorly fitted or top-dose-only effect, or effect the other way, or a change in a side signal; the % refers to the signal ratio;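 further: potency means the concentration at half of the fitted maximal effect; plate controls were basal doxycycline-induced cells for no effect and cells given 10 µM MG132 for full effect; MG132 reads +100%, hits lower the ratio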
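Compounds up to 46 uM were incubated four hours with TMD8 cells whose green CBG68 luciferase is fused to IkappaBalpha; red CBR luminescence normalised the signal, and concentration-effect curves were fitted to fusion, red and ratio data.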
uPA generation – blocks generation of uPA at the cell surface | 330,000 compounds, 0.31% hits | AID 540303 | Potency, µM (titrated, usually from 38.3 µM), for the others: at the highest dose activity change, negative = inhibition, hits mostly inhibitors | cell surface uPA generation assay, qHTS; active means well fitted inhibition curve with a large enough effect; inconclusive means small, poorly fitted or top-dose-only effect; inactive means no such curve, though single readings can be large or run the other way; tested in mouse RAW 264.7 cells; further: potency means the concentration at half of the fitted maximal effect; on the % scale 0 is the no-effect control and ±100 the full control effect; nearly all actives have a fitted effect of over 55% in size
Eya2 phos inh – inhibitors of human Eya2 phosphatase activity; Potency, µM (doses to about 76.9 µM), inactives show at the top dose activity, negative = inhibition, usual class: inhibitors; AID 488837; recombinant Eya2, OMFP fluorescence dephosphorylation (OMFP is methylfluorescein phosphate); 330,000 compounds, 0.006% hits; further: potency means the concentration at half of the fitted maximal effect; on the % scale 0 is the no-effect control and ±100 the full control effect
Target sequence (O00167 whole entry, looked up): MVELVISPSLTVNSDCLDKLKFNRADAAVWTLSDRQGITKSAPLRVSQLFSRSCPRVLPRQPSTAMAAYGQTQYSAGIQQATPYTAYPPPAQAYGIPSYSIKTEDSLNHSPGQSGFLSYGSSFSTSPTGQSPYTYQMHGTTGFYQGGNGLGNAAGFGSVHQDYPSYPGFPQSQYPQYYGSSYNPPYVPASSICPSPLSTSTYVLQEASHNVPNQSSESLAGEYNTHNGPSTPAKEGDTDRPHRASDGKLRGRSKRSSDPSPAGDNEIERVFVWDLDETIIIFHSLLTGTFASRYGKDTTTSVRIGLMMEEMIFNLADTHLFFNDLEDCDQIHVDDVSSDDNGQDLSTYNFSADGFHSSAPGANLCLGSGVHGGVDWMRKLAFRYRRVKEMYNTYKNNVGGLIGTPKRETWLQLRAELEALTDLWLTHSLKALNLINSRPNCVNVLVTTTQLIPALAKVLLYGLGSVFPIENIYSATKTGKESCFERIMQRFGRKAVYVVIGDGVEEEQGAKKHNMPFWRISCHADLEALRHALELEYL
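Eya2 (0.2 uM) preincubated 10 min at ambient with compound, then OMFP substrate added at 50 uM; 10 min reaction in 50 mM HEPES pH 7.5, 50 mM NaCl, 5 uM MgCl2, 0.05% BSA, 1 mM DTT. Fluorescence read at Ex 485/Em 525 nm.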
TSHR antagonist – human thyrotropin receptor antagonism; AID 504810; TSHR-expressing cells, TSH-stimulated cAMP HTRF, 2 h; active compounds read low; 330,000 compounds, 0.2% hits; activity change, negative = inhibition, % at 11.5 µM; P16473;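 active means activity change below a set negative limit, meaning inhibition stronger than a set level, cut at about -70% in these data; inconclusive means activity change between two set negative limits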; further: on the % scale 0 is the no-effect control and ±100 the full control effect
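TSHR-expressing cells, 200/well, pre-treated with compound, then stimulated with EC80 TSH (4nM final) for 2 hours at 37 deg C. cAMP measured by competitive HTRF: anti-cAMP cryptate antibody in lysis buffer plus cAMP-d2, read after 30 minutes at room temperature.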
Mito fusion act – mitochondrial division inhibition or fusion activation; Potency, µM (series often up to 46.1 µM), without a hit: top-dose growth rescue (activation), usual class: activators; AID 485298; S. cerevisiae fusion-defective mutant growth rescue, CellTiterGlo 48 h; 320,000 compounds, 0.23% hits;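 further: potency means the concentration at half of the fitted maximal effect; % of control where 0% means no effect; nearly all actives have a fitted effect of over 45% in size; temperature-sensitive fusion mutants such as fzo1-1 at 37 °C on non-fermentable ethanol glycerol medium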
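Compounds are tested for their ability to restore growth of mitochondrial fusion-defective yeast strains at non-permissive 37C in YPEG medium over 48 hours. Viability is quantified by luciferase luminescence.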
ELG1 repair inh – ELG1-dependent DNA repair inhibition. 330,000 compounds, 2.3% hits. Potency, µM (series often up to 46.1 µM), without a hit: top-dose activity change, negative = inhibition, most hits filed as inhibitors. HEK293T ELG1-luciferase reporter, luminescence, 16 h; DNA damage induced by 5-fluorouridine; further: potency means the concentration at half of the fitted maximal effect; on the % scale 0 is the no-effect control and ±100 the full control effect; nearly all actives have a fitted effect of over 55% in size
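Quantitative HTS, concentration-response format. 2,000 cells/well co-treated with 5-fluorouridine and compound, 16 hr in 5% CO2 at 37 °C; ONE-Glo luminescence read after 30 min.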
USP2a inh – blocks human ubiquitin-specific protease USP2a | O75604 | USP2 core, Ub-CHOP2 coupled fluorogenic reporter, 485/531 | Potency, µM (doses to about 38.3 µM), for the others: top-dose activity change, negative = inhibition, hits mostly inhibitors | 330,000 compounds, 0.01% hits;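 further: potency means the concentration at half of the fitted maximal effect; plate controls were DMSO wells for no effect and full inhibition by NEM control for full effect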
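Cell-free coupled assay: 10nM USP2 core preincubated 30min RT with compound in Tris-HCl pH 8.0/CaCl2/CHAPS buffer, then 25nM Ub-CHOP2 and 25nM reporter substrate; fluorescence (Ex 485/Em 531) read after 60min RT, normalized to NEM inhibition, concentration-response curves fitted.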
Tb PFK block – T. brucei PFK enzyme inhibition; O15648; T. brucei PFK, ADP-Glo luminescence; Potency, µM (top dose mostly 57.5 µM), for inactives: at the highest dose activity, negative = inhibition, most hits filed as inhibitors; 330,000 compounds, 0.17% hits;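 further: potency means the concentration at half of the fitted maximal effect; 0% = uninhibited 1x PFK enzyme wells and -100% = no-enzyme wells; nearly all actives have a fitted effect of over 60% in size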
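ADP-Glo luminescence quantified ADP after 45 min at room temperature, with 1.25 nM T. brucei PFK, 0.1 mM ATP and 0.5 mM fructose-6-phosphate in pH 8.0 TEA buffer. qHTS titrations up to 57 µM; curves classified by quality.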
TCR act – activators of T cell receptors | primary human leukocytes, anti-CD3, IL-2 HTRF, 48 h | 330,000 tested, under 10 active | Potency, µM (doses to about 9.22 µM), inactives show top-dose activation of IL-2 secretion, actives largely listed as activators; further: % of control where 0% means no effect
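Compounds are tested in HTS on primary human leukocytes co-incubated with a-CD3 beads for 48 hr. IL-2 output is measured by time-resolved FRET.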
* marks the source's active call; other numbers are inactive results; ? = inconclusive; · = no result given; [ ] = remark or other dose. Unless noted, the call rests on the fitted dose curve; in most records, active means well fitted curve in the direction sought with a large enough effect; inconclusive means small, poorly fitted or top-dose-only effect, or another doubt; inactive means no such curve, though single readings can be large; an effect the other way counts as inactive or inconclusive.

SMILES | PTAP TSG101 blk | B2AR arrestin | Chronic BCR inh | uPA generation | Eya2 phos inh | TSHR antagonist | Mito fusion act | ELG1 repair inh | USP2a inh | Tb PFK block | TCR act
CCOC(=O)CN(C(=O)CSc1nnc(-c2ccc(OC)c(OC)c2)o1)c1ccccc1 | 1% | -0.5% | 10% | -1% | -6% | -4 | 6% | -17% | 1% | -3% | 0%
Cc1ccc2c(c1)nnn2C1CCN(CC(=O)Nc2ccc(F)cc2)CC1 | -13% | -1.0% | 0% | 5% | -7% | 0 | -3% | -14% | 6% | -2% | 4%
Cn1c(=O)c2c(nc(SCC(=O)O)n2Cc2cc3c(cc2Cl)OCO3)n(C)c1=O | -2% | 0.1% | 23% | 3% | -2% | 2 | -2% | 1% | 3% | -4% | 11%
CC1CN(C(=S)Nc2ccc(S(N)(=O)=O)cc2)CC(C)O1 (configuration not stated) | -11% | 0.2% | 0% | -18% | 10% | -7 | -2% | -2% | 0% | 1% | -6%
Cc1[nH]nc(SCC(=O)N2CCCCCC2)c1[N+](=O)[O-] | -3% | 0.0% | ? | 3% | 1% | -1 | 1% | ? | 3% | 3% | 0%
COc1ccc(NC(=O)CSc2nnc(-c3ccco3)n2C)cc1 | -8% | -0.5% | 0% | 8% | 0% | 11 | -2% | 3% | 3% | -1% | 1%
Cc1noc(N)c1C1(O)C(=O)Nc2c(Cl)cc(Cl)cc21 (configuration not stated) | -3% | 0.2% | -5% | -1% | 6% | -12 | -1% | -7% | 0% | 1% | 14%
COc1ccc(NC(=O)c2cncn2-c2ccccc2)cc1 | -7% | -0.5% | 3% | 17% | -5% | -6 | -7% | 7% | 3% | 3% | 0%
CCOC(=O)C1CN(S(=O)(=O)c2ccc(F)cc2)C1 | -1% | 0.0% | 9% | 0% | 2% | 0 | 1% | -8% | 0% | -1% | 1%
CC(=O)OC(C(=O)NCS(=O)(=O)c1ccc(C)cc1)c1cccnc1 (configuration not stated) | 2% | 0.3% | -7% | -5% | -3% | 2 | -4% | 0% | -2% | -5% | 3%
CC(=O)c1cccc(Nc2c3c(nc4ccccc24)CCC3)c1 | -6% | 0.3% | ? | 0.79µM* | -9% | -4 | -3% | 14% | -2% | 1% | 5%
CCOC(=O)C1=C(c2ccccc2)Nc2ncnn2C1c1ccc(OC)c(OC)c1OC (configuration not stated) | -10% | -0.1% | 0% | 1% | 0% | 4 | 2% | 0% | 0% | 1% | 1%
CC1(C)CC(=O)c2c(O)cc(OCC(=O)Nc3ccc(CCO)cc3)cc2O1 | -1% | 0.3% | -23% | -16% | 9% | 3 | -4% | ? | 0% | -6% | -4%
O=C1N(Nc2ccccc2)C(c2ccc(Br)cc2)C12CCCCC2 (configuration not stated) | -4% | 0.2% | 14% | -2% | -5% | 6 | 0% | -6% | -2% | -9% | 0%
Cc1ccc(S(=O)(=O)c2nc(C)c3c(n2)CCC3)cc1 | -2% | 0.2% | ? | 6% | 23% | 15 | -2% | 1% | 0% | 0% | 2%
O=C(Nc1ccc(-c2cscn2)cc1)C1CCCN(Cc2ccc(CO)o2)C1 (configuration not stated) | 1% | -1.0% | -18% | 15% | 6% | 14 | -2% | 1% | -4% | -3% | -4%
CCCNC(=O)CN(C)CC(=O)Nc1ccccc1C#N | -6% | 0.0% | 3% | 0% | 15% | -4 | -4% | -4% | 1% | 3% | -19%
O=c1oc(-c2ccc([N+](=O)[O-])cc2)nc2ccc(O)cc12 | 0% | 0.5% | ? | -3% | 2% | -14 | ? | 5% | 1% | 5% | -1%
Cc1ccc(-c2cc[n+](Cc3ccccc3)cc2)cc1 | 0% | -0.2% | 6% | -3% | 7% | -6 | 3% | ? | 3% | -8% | -8%
O=C(NC(=S)N1CCOCC1)c1ccc([N+](=O)[O-])cc1 | 0% | -0.1% | 23µM* | -2% | 3% | 14 | 8% | ? | -2% | -6% | 4%[46.1 µM]
CN(C)c1cc[nH]c(=O)c1C#N | -10% | -0.1% | ? | 6% | -17% | 12 | -1% | 13% | 1% | -1% | -2%
CCC(C)c1ccccc1N1CC(C(=O)Nc2cccc(S(=O)(=O)N3CCOCC3)c2)CC1=O (configuration not stated) | 0% | -0.7% | 0% | 1% | 10% | 29 | 0% | -7% | -2% | 0% | 4%
Cc1ccc(SCC(=O)Nc2cc(C)on2)cc1 | -1% | -0.2% | ? | 4% | 0% | -6 | -1% | -1% | 2% | -11% | -3%
O=C(N/C(=C\c1ccccc1Cl)C(=O)N1CCOCC1)c1ccc([N+](=O)[O-])cc1 | -6% | -0.2% | 11% | -7% | 15% | -3 | -4% | -3% | -1% | 0% | -10%
Cc1cccc(C)c1NC(=O)CS(=O)CC(=O)Nc1ccc(F)cc1F (configuration not stated) | 0% | -0.5% | 1% | 0% | -19% | -6 | 3% | 5% | 0% | -5% | ·
CCC1(C(=O)c2ccc(Cl)cc2)C2c3ccccc3OC(=O)C21C(=O)Nc1ccccc1 (configuration not stated) | -5% | -0.2% | ? | 9% | 2% | -5 | -2% | 16% | -3% | 0% | 1%[46.1 µM]
CCn1c(CSc2ncccn2)nnc1SCC(=O)N1CCc2ccccc21 | -2% | -0.4% | -1% | 8% | -9% | -5 | -2% | 2% | 1% | 4% | ·
O=C(Nc1ccc(N2CCOCC2)cc1)C1CCN(S(=O)(=O)Cc2ccccc2)CC1 | 0% | -0.2% | ? | -3% | 25% | 0 | -3% | 15% | 3% | 8% | -3%
CC(C)NC(=O)c1ccccc1NC(=O)CN(c1ccc2c(c1)OCO2)S(C)(=O)=O | 0% | 0.0% | 8% | -3% | 4% | 3 | -10% | 8% | -1% | -9% | -1%
CCOc1ccc2[nH]c(C)cc(=O)c2c1 | 1% | 0.0% | 14% | 9% | -23% | 5 | 7% | 0% | -1% | -1% | -1%
O=C(CSc1ncn[nH]1)NN(c1ccccc1)c1ccccc1 | -5% | -2.3% | -1% | -4% | -6% | -9 | -1% | -1% | 2% | 0% | 2%[46.1 µM]
CCOC(=O)C1=CN(Cc2cccc(Br)c2)S(=O)(=O)N(CC)C1C (configuration not stated) | -6% | -0.1% | 1% | ? | 0% | -3 | · | 3% | -1% | 1% | 2%[46.1 µM]
O=c1oc(-c2ccccc2)nc2c1cnn2-c1ccccc1 | -6% | -0.1% | 1% | · | 14% | 8 | -2% | -11% | 2% | 16% | ·
COc1ccc(/C=C2\Sc3ccc(C(=O)NCCCN4CCCC4)cc3N(C)C2=O)cc1OC | -6% | -0.8% | -19% | 17% | ? | -3 | 3% | 5% | -1% | -8% | 3%
Cn1c(COc2ccc([N+](=O)[O-])cc2)nnc1SCC(N)=O | -2% | 0.0% | -1% | 0% | 3% | 6 | -1% | 7% | 2% | -9% | 0%
COc1ccc(NC(=O)N(C)C[C@H]2Oc3c(NS(=O)(=O)c4cccs4)cccc3C(=O)N([C@@H](C)CO)C[C@@H]2C)cc1 | -1% | -1.0% | -1% | -4% | 9% | -1 | · | ? | 2% | 1% | -2%
Nn1cnnc1N/N=C/c1ccc(Cl)c([N+](=O)[O-])c1 | -6% | 0.3% | ? | -13% | -6% | 3 | -2% | -5% | -8% | -7% | -3%
COc1ccc(OC)c(C2(O)CSC(=Nc3cccnc3)N2Cc2ccco2)c1 (configuration not stated) | -1% | 1.0% | ? | · | -6% | 17 | 4% | ? | -5% | -3% | -7%
COc1ccc(N(CC(=O)NCCSC2CCCCC2)S(=O)(=O)c2ccc(C)cc2)cc1 | -1% | -1.4% | -4% | -12% | -2% | 6 | 2% | ? | 1% | -8% | -6%
NC(=S)Cc1nc(-c2ccccc2)cs1 | -7% | -0.9% | 0% | 8% | 3% | 18 | 1% | ? | -1% | -7% | -5%[46.1 µM]
COc1cc(C(=O)N2CCN(S(=O)(=O)c3ccc(C)cc3)CC2)ccc1OCc1c(C)noc1C | -6% | 0.5% | -7% | 0% | -7% | 2 | -5% | ? | 2% | -1% | -10%
CN(Cc1ccon1)C(=O)CC1C(=O)NCCN1Cc1ccc(F)c(F)c1 (configuration not stated) | -3% | 0.2% | 1% | 2% | 3% | 46 | 5% | 18% | -1% | -5% | 3%

Source: PubChem BioAssay (National Center for Advancing Translational Sciences (NCATS))
